# HIV fusion peptide = inhibitors of HIV fusion peptide binding, primary screen, biochemical, uHTS, fluorescence dequenching (AID 1986); 290,000 tested, 0.3% active; cell-free peptide binding, fluorescence dequenching, 30 min; higher % means a stronger effect; inhibition, % at 20 µM; hits with a dose series show IC50 in µM; in the data active = inhibition mostly above about 52%, no sharp cut-off; inactive = mostly below about 76%; also: some results filed as inactive read as strong as hits
# GPR55 activation = GPR55 agonists via beta-arrestin recruitment, primary screen, imaging, U2OS cells, beta-arrestin-GFP redistribution (AID 1961); G-protein coupled receptor 55 (Homo sapiens); U2OS GPR55 beta-arrestin-GFP redistribution imaging; higher % means a stronger effect; activation, % at 10 µM; hits with a dose series show EC50 in µM; 290,000 tested, 0.048% active;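 active = activation above 40% with more than 50 cells counted in the well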;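 also: U2OS osteosarcoma cells stably expressing GPR55 and beta-arrestin-GFP; plate controls were DMSO negative control for no effect and LPI positive control for full effect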
# GPR55 antagonists = GPR55 antagonists blocking LPI-driven arrestin recruitment, primary screen, imaging, U2OS, beta-arrestin-GFP, LPI agonist (AID 2013); G-protein coupled receptor 55 (Homo sapiens); U2OS GPR55 beta-arrestin-GFP translocation imaging, LPI antagonism; higher % means a stronger effect; inhibition, % at 10 µM, or IC50 in µM where a hit was titrated; 290,000 tested, 0.13% active;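 active = spots per cell inhibited over 60%, with over 100 cells counted and total cytoplasm intensity under 500,000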;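 also: U2OS cells stably carrying GPR55 and arrestin-GFP stimulated by 5 µM LPI near EC80; imaged beta-arrestin-GFP aggregate spots per cell after agonist stimulation; plate controls were LPI-stimulated DMSO wells for no effect and DMSO wells without LPI for full effect; some results filed as inactive read as strong as hits; confirmed hits need IC50 under 10 µM and bright autofluorescent wells are also inconclusive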
# KOR beta-arrestin-1 = KOR agonists, beta-arrestin recruitment, primary screen, cell-based, luminescence, uHTS (AID 1777). Kappa-type opioid receptor (Homo sapiens). 280,000 tested, 0.02% active. activation, % at 10 µM; hits with a dose series show EC50 in µM. KOR beta-arrestin recruitment, luminescence; higher % means a stronger effect; in the data active = activation above about 50%, passing the limit was not always enough; also: a part of the inactive calls stands beside numbers as strong as those of hits
# KOR beta-arrestin-2 = KOR antagonists, beta-arrestin recruitment, cell-based, luminescence, uHTS (AID 1778); KOR beta-arrestin recruitment, luminescence, antagonist mode; higher % means a stronger effect; inhibition, % at 10 µM, or IC50 in µM where a hit was titrated; 290,000 tested, 0.091% active; in the data active = inhibition above about 50%; also: strong numbers were not always called active
# NOD1 inhibition = NOD1 signaling inhibitors, primary screen, cell-based, luminescence, uHTS (AID 1578) | one-dose inhibition, % at 4 µM; EC50 in µM for titrated hits | 290,000 tested, 1% active | NOD1-driven NF-kB luciferase reporter cells, luminescence; higher % means a stronger effect; in the data active = inhibition mostly above about 36%, no sharp cut-off; inactive = mostly below about 34%;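 also: HEK-293T reporter cells stimulated with the NOD1 agonist gamma-tri-DAP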
# AID2073 = inhibitors of Mint1-CaV2.2 protein interaction, biochemical, HTRF (AID 2073); HTRF protein-protein interaction, Mint1-CaV2.2; higher % means a stronger effect; 290,000 tested, 0.19% active; inhibition, % at 20 µM; hits with a dose series show IC50 in µM; Voltage-dependent N-type calcium channel subunit alpha-1B (Homo sapiens); in the data active = inhibition mostly above about 51%, no sharp cut-off; also: some results filed as inactive read as strong as hits
# Siah-1 displacement = Siah-1 peptide-binding antagonists, primary screen, biochemical, fluorescence polarization, rhodamine-plectin, uHTS (AID 1817). E3 ubiquitin-protein ligase SIAH1 (Homo sapiens). Siah-1 / rhodamine-plectin peptide fluorescence polarization; higher % means a stronger effect. one-dose displacement, % at 20 µM; IC50 in µM for titrated hits. 290,000 tested, 0.02% active;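 active = displacement of at least 50% at 20 µM, with a fluorescence ratio check between 0.3 and a set limit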;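 also: plate controls were Siah plus tracer with DMSO for no effect and tracer alone without Siah for full effect; strong numbers were not always called active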
# GPR35 arrestin U2OS = GPR35 antagonists blocking zaprinast-driven arrestin recruitment, primary screen, imaging, U2OS, beta-arrestin-GFP, zaprinast agonist (AID 2058); U2OS GPR35 beta-arrestin-GFP translocation imaging, zaprinast antagonism; higher % means a stronger effect; inhibition, % at 10 µM, or IC50 in µM where a hit was titrated; 290,000 tested, 0.052% active;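 active = inhibition of at least 50% with at least 30 cells and total cytoplasm GFP at most 10,000,000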
# * = called active by the depositor; x = not tested or not shown; [ ] = another dose, or the depositor's remark.
HIV fusion peptide	GPR55 activation	GPR55 antagonists	KOR beta-arrestin-1	KOR beta-arrestin-2	NOD1 inhibition	AID2073	Siah-1 displacement	GPR35 arrestin U2OS	mol
-0.9%	-0.1%	19%	-2.8%	29%	1%	12%	0%	-3%	O=[N+]([O-])c1ccc(C(=Nc2cccc3ccccc23)N2CCOCC2)cc1
9.2%	-0.2%	-4%	8.6%	-32%	10%	18%	13%	-4%	Cc1ccc2nc(Nc3nc(C)cc(-c4ccccc4)n3)[nH]c(=O)c2c1
109%*	-0.1%	-2%	-2.6%	27%	-7%	3%	6%	-6%	CCSC1=N/C(=C\C=C2/Oc3ccccc3N2CC)C(=O)S1
12%	0.2%	0%	x	-24%[20 µM]	-37%	2%	-2%	7%	Cc1ccc([N+](=O)[O-])cc1Nc1nc(N2CCOCC2)nc(N2CCOCC2)n1
0.4%	0.3%	10%	-2.9%	6%	-3%	0%	2%	2%	CC(C)c1c(O)nc(SCC(=O)N2CCOCC2)[nH]c1=O
-0.8%	-0.2%	-4%	5.5%	6%	1%	15%	-6%	-7%	Cc1ccc(Nc2nnc(-c3ccccc3N)o2)cc1C
-0.8%	0.2%	-4%	-3.0%	2%	-9%	-4%	-1%	6%	CCn1cc(C(=O)OCc2ccccc2)c(=O)c2ccc(C)nc21
3.5%	-0.3%	1%	3.1%	17%	-13%	45%	10%	-6%	Cc1ccc(OCC(O)CNS(=O)(=O)c2ccccc2C(=O)O)cc1 (configuration not stated)
4.1%	0.6%	4%	5.9%	-7%	29%	-16%	5%	-1%	Oc1ccc(Nc2nc3ccccc3nc2Nc2ccc(O)cc2)cc1
1.0%	-0.3%	-18%	-2.8%	20%	6%	1%	3%	3%	CC(C)C(c1nnnn1Cc1ccccc1)N(Cc1ccco1)Cc1cccs1 (configuration not stated)
2.1%	0.1%	2%	-0.8%	9%	-16%	30%	-1%	6%	N/C(=N\OC(=O)CCCOc1ccccc1)c1ccccc1
-0.6%	0.6%	6%	0.1%	24%	-3%	-9%	-8%	2%	O=C(NNC(=O)C1CCCO1)c1ccc(F)cc1 (configuration not stated)
-0.3%	-0.1%	-7%	-4.1%	-12%	8%	4%	0%	2%	COc1ccc([N+](=O)[O-])cc1NC(=O)C1CCCNC1=O (configuration not stated)
0.1%	-0.8%	9%	3.3%	-73%	7%	2%	-2%	-4%	Cc1ccc(NC(=O)Cc2ccc(Cl)c(Cl)c2)cc1S(=O)(=O)N(C)C
-0.8%	-0.1%	-5%	x	20%[20 µM]	-39%	4%	14%	17%	CC(C)CCN1CCN(Cc2nc3ccccc3s2)CC1CCO (configuration not stated)
5.3%	-0.2%	3%	-5.3%	-10%[20 µM]	-32%	34%	-6%	-3%	COC(=O)c1c(NC(=O)c2ccccc2)sc(C(N)=O)c1C
-0.4%	0.0%	5%	-2.4%	-47%[20 µM]	-11%	2%	-2%	-4%	Cc1ccc(C(=O)N2CCCc3ccccc32)c(F)c1F
-0.2%	-0.1%	-1%	-2.8%	-15%	-21%	4%	-1%	-10%	COc1cccc(OC)c1C(=O)NC(=S)Nc1ccc2c(c1)Cc1ccccc1-2
2.7%	-0.1%	30%	-1.4%	9%	-16%	0%	4%	14%	CC(OC(=O)c1ccncc1)C(=O)Nc1cccc(Cl)c1 (configuration not stated)
-0.2%	0.0%	7%	-1.8%	28%	-9%	2%	11%	-12%	COCC(=O)N(CCc1ccc(OC)cc1)Cc1nc2ccccc2c(=O)[nH]1
-1.7%	-0.2%	-2%	1.5%	-14%	0%	12%	-2%	4%	COc1ccc(NC(=O)CN(C)CC(=O)Nc2cccc(C(C)=O)c2)cc1
-3.4%	-0.1%	-2%	1.2%	-28%	-18%	23%	-1%	-2%	COc1cc(C(=O)N/N=C/c2cn(Cc3cccc(F)c3)c3ccccc23)ccc1O
6.8%	0.6%	0%	-2.6%	18%	-31%	26%	24%	-16%	N#Cc1ccc(CSc2nnc(NC(=O)C3CC(=O)N(c4ccc5c(c4)OCCO5)C3)s2)cc1 (configuration not stated)
-0.4%	-0.4%	5%	-0.5%	-1%	-40%	3%	1%	-6%	CCN(CC)CCOC(=O)c1ccc(NC(=O)/C=C/c2cccs2)cc1
-2.0%	-0.4%	-6%	3.4%	14%	-4%	11%	-8%	17%	CSc1oc(-c2ccc(F)cc2)nc1S(=O)(=O)c1ccccc1
-4.7%	-0.3%	-5%	13%	-27%	12%	2%	-16%	-14%	COc1ccc(C(=O)NC(=S)Nc2ccc(N3CCCC3)cc2)cc1OC
-1.2%	0.3%	-12%	-0.9%	-66%	-7%	-6%	-3%	4%	COc1ccccc1-c1nnc(SCC(=O)N2CCCC2)o1
-0.4%	-0.3%	-2%	2.5%	-3%	-17%	4%	5%	-4%	O=C(O)c1c2c(nc3ccccc13)CCCCC2
1.3%	0.2%	7%	8.1%	-31%	-25%	-2%	-3%	-6%	Cc1ccc(C)c(S(=O)(=O)N/N=C/c2ccc(F)cc2)c1
-2.0%	0.0%	-2%	4.2%	-9%	-24%	4%	0%	2%	O=C(NCCCSc1ccccc1)c1cccnc1
0.6%	-0.1%	-5%	-4.2%	18%	-7%	-2%	-1%	0%	CC1=C(C(N)=O)C(c2ccc(Br)cc2)n2ncnc2N1 (configuration not stated)
-2.0%	-0.2%	9%	x	19%	-7%	-2%	-1%	0%	CN(C)C(=O)c1cc(F)ccc1Sc1cc(Cl)ccc1Cl
0.9%	0.2%	14%	-4.4%	32%	-16%	-10%	3%	8%	O=C(Nc1ccccc1C(=O)N1CCN(c2ccccc2)CC1)c1ccco1
1.1%	0.3%	-1%	-3.0%	7%	-1%	8%	-3%	2%	CCOC(=O)Cn1nc(C)c(NC(=O)COc2ccc(C)c(C)c2)c1C
1.0%	1.6%	0%	-1.4%	-96%	16%	-6%	5%	-14%	Cc1ccc(/C=N/NC(=O)c2cc(-c3ccc(C)o3)[nH]n2)cc1
-1.5%	-0.1%	8%	3.9%	8%	-21%	1%	-1%	2%	CC(C)c1ccc(N(C(=O)c2ccc3c(c2)OCO3)C2C=CS(=O)(=O)C2)cc1 (configuration not stated)
-1.5%	0.1%	8%	25%	13%	-16%	23%	5%	-12%	CCOC(=O)c1nn(-c2ccccc2)c(=O)c2c(N)scc12
19%	-0.2%	3%	2.0%	-27%	-26%	6%	-3%	-19%	CCOc1cc(/C=C2\SC(=N)N(c3nonc3N)C2=O)ccc1OCCN1CCOCC1
1.5%	-0.4%	0%	-2.9%	-24%	-52%	6%	3%	2%	COCc1c(C(=O)Nc2nc(C)cs2)oc2ccccc12
-1.2%	-0.3%	4%	-5.1%	-7%	1%	-10%	-2%	11%	CC1Cc2ccccc2N1C(=O)CCNS(=O)(=O)c1ccc2c(c1)CCC(=O)N2 (configuration not stated)
2.7%	0.3%	4%	0.0%	12%	-40%	-3%	3%	-4%	COc1cccc(OCC(O)CNC(C)c2ccccc2)c1 (configuration not stated)
12%	0.0%	8%	1.1%	x	-62%	-1%	4%	14%	Oc1cccc(/C=N/Nc2ncnc3c2ncn3Cc2ccccc2)c1
2.7%	-0.1%	9%	3.5%	10%	1%	3%	-1%	12%	O=c1[nH]c(-c2ccc(Cl)cc2)nc(=S)[nH]1
1.5%	-0.2%	2%	3.6%	-26%	-2%	0%	0%	0%	CC1CC(C)CN(C2CCN(Cc3cccnc3)CC2)C1 (configuration not stated)
-1.3%	-0.1%	12%	-0.4%	-6%	-44%	-8%	2%	8%	CC(=O)Nc1ccc(SCC(=O)c2cc(C)n(CC(F)(F)F)c2C)cc1
-1.3%	-0.1%	11%	0.0%	17%	-1%	3%	2%	-7%	COc1cc(/C=N/Nc2cc(C)nc(N)n2)ccc1O
4.5%	0.2%	7%	7.8%	-20%	24%	-7%	-5%	-5%	CCCCCCn1c(N2CCC(C)CC2)nc2c1c(=O)[nH]c(=O)n2C
-1.6%	-0.1%	5%	7.0%	17%	-7%	10%	0%	22%	O=c1n(-c2cccc(Cl)c2)c(=O)n2n1CCC2
-1.9%	-0.1%	10%	2.5%	-119%[20 µM]	17%	3%	2%	1%	O=S(=O)(c1ccc(NC(=S)N/N=C/c2c3ccccc3cc3ccccc23)cc1)N1CCOCC1
2.1%	-0.4%	2%	2.6%	-3%	-11%	6%	5%	1%	Cc1nc2ccc(S(=O)(=O)NC(C(=O)N3CCCC3)C(C)C)cc2s1 (configuration not stated)
5.5%	0.3%	10%	-6.6%	15%	5%	-6%	3%	11%	O=C(NCc1ccccn1)C1CCC(=O)N1C1CCCCC1 (configuration not stated)
-2.2%	-0.3%	3%	5.8%	-22%	14%	-5%	-1%	-5%	COc1ccc(C(=O)Nc2cccnc2)cc1S(=O)(=O)N1CCOCC1
-0.6%	-0.2%	11%	-2.3%	-1%	-1%	0%	-1%	-10%	CCOCCCNC(=O)C(NC(=O)c1ccc(=O)[nH]c1)c1ccc(C)cc1 (configuration not stated)
1.5%	0.3%	10%	7.0%	-37%	16%	-5%	3%	-8%	Cc1cc(C(=O)CSc2ccc(F)cc2)cc(C)c1OC(=S)N(C)C
-0.9%	-0.1%	9%	-0.3%	-9%	-21%	5%	-4%	14%	COc1cccc(CC2(CO)CCCN(Cc3nc(-c4cccs4)oc3C)C2)c1 (configuration not stated)
2.4%	-0.1%	8%	2.7%	-36%	7%	-5%	-2%	-18%	Cn1cc(SCC(=O)Nc2ccc3c(c2)OCO3)c2ccccc21
-0.4%	0.5%	-9%	-8.5%	16%	-5%	-11%	-4%	-17%	CC(=O)Nc1cccc([N+](=O)[O-])c1
3.1%	-0.1%	-3%	-1.0%	-12%	-5%	10%	-3%	15%	Cn1c(NC(=O)CC(C)(C)C)cc(=O)n(C)c1=O
5.3%	-0.3%	4%	-6.8%	-3%	4%	24%	-3%	1%	Cc1ccccc1Nc1nc(N)nc(COC(=O)CCS(=O)(=O)c2ccccc2)n1
0.5%	-0.2%	8%	1.7%	34%	-10%	7%	7%	4%	CCOC(=O)C1CCN(C(=O)CSc2n[nH]c(=O)[nH]c2=O)CC1
2.5%	0.0%	11%	-1.9%	4%	8%	-7%	-2%	7%	C=CCn1c(-c2csc3ccccc23)n[nH]c1=S
0.8%	-0.3%	0%	-5.4%	16%	-21%	5%	0%	-3%	O=C(/C=C/c1ccccc1[N+](=O)[O-])NCc1cccnc1

# Assay outcomes (PubChem BioAssay)

# An excerpt (hit frequency here may not be typical).
